NPC1 prom act – activates the NPC1 promoter; Huh7 NPC1 promoter luciferase reporter, 24 h; Potency, µM (highest dose often 9.22 µM), without a hit: at the top dose activation, hits mostly activators; 320,000 tested, 2.4% active; AID 485313;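 further: potency means the concentration at half of the fitted maximal effect; % of control where 0% means no effect; nearly all actives have a fitted effect of over 60% in size; reporter is driven by a mutant NPC1 promoter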
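Huh7 cells stably carrying NPC1 promoter–luciferase, plated in Opti-MEM with 10% FBS for 2 h, were exposed to compound in DMSO for 24 h at 37 °C; luciferase reagent was added for 10 min and luminescence read.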
Tb PFK block – blocks T. brucei phosphofructokinase; O15648; T. brucei PFK, ADP-Glo luminescence; Potency, µM (top dose mostly 57.5 µM), without a hit: top-dose activity, negative = inhibition, most hits filed as inhibitors; 330,000 tested, 0.17% active;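 further: potency means the concentration at half of the fitted maximal effect; 0% = uninhibited 1x PFK enzyme wells and -100% = no-enzyme wells; nearly all actives have a fitted effect of over 60% in size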
Target sequence (O15648 whole entry, looked up): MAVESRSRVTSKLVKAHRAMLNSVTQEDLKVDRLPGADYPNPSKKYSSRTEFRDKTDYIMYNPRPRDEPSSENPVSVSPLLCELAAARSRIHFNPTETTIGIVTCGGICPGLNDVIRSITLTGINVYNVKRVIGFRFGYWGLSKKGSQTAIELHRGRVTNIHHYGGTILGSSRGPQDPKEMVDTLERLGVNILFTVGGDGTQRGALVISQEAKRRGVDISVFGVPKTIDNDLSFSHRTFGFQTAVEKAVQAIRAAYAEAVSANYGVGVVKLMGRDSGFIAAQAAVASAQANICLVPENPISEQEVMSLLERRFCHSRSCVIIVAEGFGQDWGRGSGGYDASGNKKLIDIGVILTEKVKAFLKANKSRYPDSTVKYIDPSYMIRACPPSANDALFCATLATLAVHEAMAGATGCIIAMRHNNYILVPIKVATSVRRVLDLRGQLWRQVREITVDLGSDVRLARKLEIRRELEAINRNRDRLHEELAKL
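Compounds were pin-transferred as a titration series up to 57 uM into substrate buffer (0.5 mM F6P, 0.1 mM ATP, pH 8.0), then 1.25 nM PFK was added and reactions ran 45 min before ADP-Glo detection.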
FBPA coupling cs – inhibits coupling enzyme system, counter-screen for aldolase hits; coupling enzyme system counterscreen, AmpLite Red fluorescence; activity change, negative = inhibition, % at 58.2 µM, hits read low; 290,000 tested, 0.67% active; AID 2472; in the data active means activity change below about -30%; further: on the % scale 0 is the no-effect control and ±100 the full control effect
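Fluorescence at 525 nm excitation and 598 nm emission measured inhibition of the coupled detection system without aldolase. Compounds (at 57.5 uM final) were preincubated 10 min at room temperature with coupling enzyme reagent before a 20 min substrate/AmpLite Red step.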
FLuc modulator – counter-screen for miR-21 project: firefly luciferase inhibitors or activators; P08659; purified FLuc, Km substrates, luminescence inhibition; Potency, µM (doses to about 57.5 µM), for the others: at the top dose activity change, negative = inhibition, hits mostly inhibitors; 360,000 tested, 6.9% active; AID 588342;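 further: potency means the concentration at half of the fitted maximal effect; plate controls were vehicle for no effect and reference inhibitor for full effect; nearly all actives have a fitted effect of over 55% in size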
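Purified P. pyralis luciferase, 10 nM final, with Km-level 10 uM D-luciferin and 10 uM ATP in 50 mM Tris acetate pH 7.5, 10 mM Mg acetate, 0.01% Tween-20, 0.05% BSA; 6-point qHTS titration about 60 µM downward; luminescence read.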
Rab9 promoter act – activates the Rab9 promoter; Huh7 Rab9 promoter-luciferase reporter, luminescence, 24 h; Potency, µM (doses to about 9.22 µM), for the others: at the top dose activation, negative = inhibition, hits mostly activators; 320,000 tested, 2.8% active; AID 485297; further: potency means the concentration at half of the fitted maximal effect; % of control where 0% means no effect; nearly all actives have a fitted effect of over 60% in size
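Luciferase signal after 10 min detection reagent at ambient indicates Rab9 promoter upregulation; stably transfected Huh7 cells were treated 24 h with compound in DMSO at 37 °C, 5% CO2.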
Gal4-VP16 FLuc – inhibits Gal4-VP16 luciferase reporter, ROR gamma counter-screen. Drosophila S2 Gal4-VP16 UAS-luciferase, luminescence, 20 h. Potency, µM (titrated, usually from 53.6 µM), for inactives: top-dose activity, negative = inhibition, actives largely listed as inhibitors. 310,000 tested, 3.5% active. AID 2546;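 further: Gal4-VP16 expression switched on by copper sulfate through the metallothionein promoter; potency means the concentration at half of the fitted maximal effect; on the % scale 0 is the no-effect control and ±100 the full control effect; nearly all actives have a fitted effect of over 50% in size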
Giardia kill – kills Giardia lamblia; Giardia lamblia trophozoite viability; activity change, % at 7.66 µM, hits read low; 340,000 tested, 0.15% active; AID 540267; in the data active means activity change below about -80%; inconclusive means between about -30% and that limit;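 further: parasites exposed to compound for two days anaerobically before the ATP read; on the % scale 0 is the no-effect control and ±100 the full control effect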
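Luminescence from cellular ATP indicates surviving trophozoites (100 cells/well) following 48 hrs anaerobic compound treatment at 37 deg C; signal develops 15-30 min at room temperature.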
KCNH2 3.1 inh – KCNH2 3.1 (human) potassium channel inhibition. activity change, % (tested at about 1.8 µM). 340,000 tested, 0.95% active. AID 720553. U2OS KCNH2 3.1, thallium flux FluxOr; stronger effect = lower value;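 active means maximum activity change below -70%; inconclusive means maximum activity change from -70% to -50%; inactive means maximum activity change above -50%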;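 further: thallium influx rate constant from kinetic fluorescence after stimulation buffer; on the % scale 0 is the no-effect control and ±100 the full control effect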
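Channel expression came from 3.1 mutant virus (1.77 x 10^8 /mL) applied to suspended U2OS cells for 4 h. Flux was tracked with FluxOr dye plus Red40 quencher, and kinetic rate constants normalized to controls.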
ELG1 genotoxic – induces genotoxicity in HEK293T cells with luciferase-tagged ELG1; HEK293T ELG1-luciferase reporter, luminescence, 16 h; Potency, µM (highest dose often 46 µM), without a hit: at the highest dose activity change, positive = activation, most hits filed as activators; 330,000 tested, 1.3% active; further: potency means the concentration at half of the fitted maximal effect; % of control where 0% means no effect; nearly all actives have a fitted effect of over 60% in size
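Genotoxic stress is detected as increased luminescence from luciferase-tagged ELG1 in HEK293T cells, measured with ONE-Glo after a 16 hr treatment at 37 °C.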
RORg inh – ROR gamma (mouse) transcription inhibition; P51450; Drosophila S2 Gal4-RORgamma UAS-luciferase reporter, 20 h; Potency, µM (doses to about 53.6 µM), inactives show at the highest dose activity change, negative = inhibition, hits mostly inhibitors; 310,000 tested, 5.4% active; AID 2551; further: potency means the concentration at half of the fitted maximal effect; on the % scale 0 is the no-effect control and ±100 the full control effect; nearly all actives have a fitted effect of over 60% in size
Target sequence (P51450 whole entry, looked up, the tested form may be a part): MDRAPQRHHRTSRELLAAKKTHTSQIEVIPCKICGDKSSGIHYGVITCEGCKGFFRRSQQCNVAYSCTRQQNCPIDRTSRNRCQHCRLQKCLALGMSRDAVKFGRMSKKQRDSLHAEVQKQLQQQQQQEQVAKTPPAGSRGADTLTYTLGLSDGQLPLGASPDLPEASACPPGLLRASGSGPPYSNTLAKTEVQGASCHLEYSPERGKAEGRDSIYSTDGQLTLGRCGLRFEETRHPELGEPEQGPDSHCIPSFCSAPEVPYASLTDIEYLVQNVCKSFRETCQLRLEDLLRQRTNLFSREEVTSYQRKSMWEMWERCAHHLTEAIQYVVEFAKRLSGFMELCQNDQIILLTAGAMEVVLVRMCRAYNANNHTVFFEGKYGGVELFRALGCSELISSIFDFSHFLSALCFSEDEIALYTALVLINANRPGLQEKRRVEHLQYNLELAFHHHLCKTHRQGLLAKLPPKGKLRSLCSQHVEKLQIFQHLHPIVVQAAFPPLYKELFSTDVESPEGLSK
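A Gal4/UAS one-hybrid system in insect cells: metallothionein-promoter Gal4–ROR gamma fusion plus Photinus luciferase reporter. Copper sulfate 700 uM final, 20 hr ambient incubation, luminescent detection after 10 min with reagent.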
uPA generation – inhibitors of cell surface uPA generation. cell surface uPA generation assay, qHTS. Potency, µM (highest dose often 38.3 µM), for the others: at the highest dose activity change, negative = inhibition, actives largely listed as inhibitors. 330,000 tested, 0.31% active. AID 540303; active means well fitted inhibition curve with a large enough effect; inconclusive means small, poorly fitted or top-dose-only effect; inactive means no such curve, though single readings can be large or run the other way; tested in mouse RAW 264.7 cells; further: potency means the concentration at half of the fitted maximal effect; on the % scale 0 is the no-effect control and ±100 the full control effect; nearly all actives have a fitted effect of over 55% in size
The depositor's hits bear a star; ? = inconclusive; nt = not tested or not shown; [ ] = another dose, or the depositor's remark. Unless noted, the call rests on the fitted dose curve; in most records, active means well fitted curve in the direction sought with a large enough effect; inconclusive means small, poorly fitted or top-dose-only effect, or another doubt; inactive means no such curve, though single readings can be large; an effect the other way counts as inactive or inconclusive.

nr | Compound | NPC1 prom act | Tb PFK block | FBPA coupling cs | FLuc modulator | Rab9 promoter act | Gal4-VP16 FLuc | Giardia kill | KCNH2 3.1 inh | ELG1 genotoxic | RORg inh | uPA generation
1 | CS(=O)(=O)c1ccc(Cl)c(NC(=O)COC(=O)CCCN2C(=O)c3cccc4cccc(c34)C2=O)c1 | -2% | 4% | nt | -4% | -4% | nt | 5 | -30 | 6% | nt | 1%
2 | O=C(CCNS(=O)(=O)c1ccc(Br)cc1)NCc1cccs1 | -7% | -3% | 0 | -7% | 16% | -8% | -10 | 10 | -3% | 2% | 8%
3 | Cc1c(N2C(=O)CSC23C(=O)Nc2ccccc23)c(=O)n(-c2ccccc2)n1C (stereo not given) | -1% | -7% | -4 | 0% | 11% | 6% | -13 | -8 | 0% | -1% | 6%
4 | Cc1ccccc1N1CCN(C2CCCN(C(=O)c3cc(C(C)C)[nH]n3)C2)CC1 (stereo not given) | 0% | -2% | 0 | 0% | 13% | 6% | 15 | -16 | -11% | 12% | 8%
5 | c1ccc(Sc2ncnc3ccccc23)cc1 | 0% | 2% | 0 | 19µM* | -1% | ? | -8 | -4 | -13% | 36% | -13%
6 | O=C1[C@@H]2CSCN2C(=O)CN1Cc1cccc(C(F)(F)F)c1 | -3% | -1% | 1 | 5% | 14% | 3% | 6 | 9 | -2% | -16% | 2%
7 | CC1CCN(CCNC(=O)C2CCCN(S(=O)(=O)c3cccc4nsnc34)C2)CC1 (stereo not given) | -4% | 0% | 2 | 0% | -6% | 20% | -27 | -7 | -3% | -16% | 1%
8 | Cc1ccc(-n2nnnc2SCC(=O)Nc2cccc(NC(=O)c3ccco3)c2)cc1C | -5% | 11% | 2 | ? | 3% | -19% | 8 | -13 | -7% | ? | -4%
9 | O=C1C=C(c2ccc3c(c2)oc2ccccc23)C[C@@H](c2ccc(Cl)cc2)C1 | -3% | 7% | nt | 2% | -3% | nt | ? | -7 | 0% | nt | 10%
10 | Cc1ccccc1Oc1ccccc1N | -5% | -2% | 1 | -6% | 10% | -5% | 3 | 4 | 1% | 7% | 2%
11 | c1ccc(CCc2cn(C[C@H]3CC[C@@H]([C@@H]4CC[C@H](Cn5cc(CCc6ccccc6)nn5)O4)O3)nn2)cc1 | 2% | 3% | 4 | 4% | -4% | 3% | 22 | -6 | -2% | 23% | 0%
12 | CC(C)NC(=O)NS(=O)(=O)c1cnccc1N1CCCCC1 | 0% | 3% | 1 | 1% | -7% | 1% | 7 | 0 | 1% | -34% | 2%
13 | CCN=C(Nc1cccc(F)c1)SC1CC(=O)N(c2ccc(OC)cc2)C1=O (stereo not given) | 0% | -1% | -5 | 1% | -1% | 3% | -4 | 1 | -8% | ? | 5%
14 | COc1ccc(/C=C/c2nnc(NC(=O)C(C)C)s2)cc1 | 20% | 1% | 0 | 2.7µM* | 25% | -7% | 10 | 7 | 2% | -21% | 1%
15 | O=C(O)c1cc(S(=O)(=O)Nc2cc(Cl)ccc2Oc2ccccc2)ccc1O | -6% | 2% | nt | ? | -1% | nt | -15 | -10 | -1% | nt | 6%
16 | N#Cc1ccc(NC(=O)CCc2nc3ccccc3s2)cc1 | 0% | -1% | 7 | -11% | -3% | -4% | -5 | 3 | -3% | 5% | 2%
17 | COc1cc(CNCc2ccc(SC)cc2)cc(OC)c1 | -1% | -1% | 1 | 4% | -2% | 0% | -11 | -10 | -1% | 41% | -3%
18 | COC(=O)c1cn(NC(=O)CCC2CCCC2)c(=O)c2ccccc12 | -2% | -3% | 2 | 5% | -4% | 0% | -6 | 2 | 0% | -19% | -2%
19 | COc1ccc(C2C=C(C34CC5CC(CC(C5)C3)C4)NC(=S)N2)cc1 (stereo not given) | -3% | -1% | 1 | -5% | -4% | 1.6µM* | ? | 9 | -4% | 0.79µM* | 17%
20 | CC1CC(=O)Nc2ccccc2N1C(=O)CN1C(=O)C(=O)N(C)C1=O (stereo not given) | nt | -1% | nt | nt | nt | nt | 39[activator] | 9 | 0% | nt | 2%
21 | O=C(O)CCC(=O)Nc1ccc(NC(=O)c2ccc(Cl)cc2Cl)c(Cl)c1 | -1% | -3% | 4 | ? | 1% | -3% | -20 | 12 | -3% | -6% | 3%
22 | Cc1cc(C)nc(NC(=NCCc2c[nH]c3ccccc23)NC(=O)C(C)(C)C)n1 | -2% | 13% | -3 | 3% | -1% | ? | 9 | -88* | -3% | 7.1µM* | -1%
23 | Cc1ccc(N2CC(C(=O)Nc3cc(C)on3)CC2=O)cc1 (stereo not given) | 3% | -2% | 0 | 0% | 0% | -3% | -3 | -5 | 0% | -4% | 0%
24 | CC1CCN(C2CCN(C(=O)c3ccccc3F)CC2)CC1 | -1% | 3% | -3 | -1% | -8% | -9% | -11 | -11 | -4% | 4% | -2%

4 entries from above, in transposed form:
18) COC(=O)c1cn(NC(=O)CCC2CCCC2)c(=O)c2ccccc12
19) COc1ccc(C2C=C(C34CC5CC(CC(C5)C3)C4)NC(=S)N2)cc1 (stereo not given)
20) CC1CC(=O)Nc2ccccc2N1C(=O)CN1C(=O)C(=O)N(C)C1=O (stereo not given)
23) Cc1ccc(N2CC(C(=O)Nc3cc(C)on3)CC2=O)cc1 (stereo not given)

assay / compound | 18 | 19 | 20 | 23
NPC1 prom act | -2% | -3% | nt | 3%
Tb PFK block | -3% | -1% | -1% | -2%
FBPA coupling cs | 2 | 1 | nt | 0
FLuc modulator | 5% | -5% | nt | 0%
Rab9 promoter act | -4% | -4% | nt | 0%
Gal4-VP16 FLuc | 0% | 1.6µM* | nt | -3%
Giardia kill | -6 | ? | 39[activator] | -3
KCNH2 3.1 inh | 2 | 9 | 9 | -5
ELG1 genotoxic | 0% | -4% | 0% | 0%
RORg inh | -19% | 0.79µM* | nt | -4%
uPA generation | -2% | 17% | 2% | 0%

Next part
nr | Compound | NPC1 prom act | Tb PFK block | FBPA coupling cs | FLuc modulator | Rab9 promoter act | Gal4-VP16 FLuc | Giardia kill | KCNH2 3.1 inh | ELG1 genotoxic | RORg inh | uPA generation
25 | CCOc1ccccc1NC(=O)CN1C(=O)COc2ccc(C)cc21 | -5% | 2% | 1 | 5% | 3% | -4% | -4 | -3 | 1% | -3% | 1%
26 | COC(=O)CCNc1n[nH]c(=O)[nH]c1=O | 2% | -4% | 0 | -1% | -1% | -5% | 24 | -6 | 3% | 2% | -3%
27 | Cc1cc(F)c(F)c(C(=O)N2CCN(C)CC2)c1Cl | -4% | 4% | 4 | 6% | 0% | 0% | -6 | 2 | -1% | 0% | -5%
28 | CCCCN(CC)Cc1ccc(CNC(=O)Nc2ccc(OCC)cc2)o1 | -5% | 4% | 5 | 7% | -3% | -2% | -15 | ? | -10% | 14% | nt
29 | COc1ccc(CCNC(=O)C(=O)NCc2ccc(C)cc2)cc1OC | 0% | 0% | 0 | -2% | -4% | -3%[0.365 µM] | -4 | 10 | -5% | -37% | nt
30 | COc1ccc(CNc2nc(NCc3ccc(OC)cc3)n(C(=O)c3ccncc3)n2)cc1 | 0% | -3% | -1 | -7% | 0% | 1% | -1 | -26 | -3% | -2% | -11%
31 | NC(=O)c1nsc(C(=O)N(Cc2ccco2)C(C(=O)NCc2ccc(F)cc2)c2ccc(O)cc2)c1N (stereo not given) | -4% | 2% | -1 | 0% | -2% | 7% | 4 | -2 | -19% | 13% | 4%
32 | Cc1ccc(NC(=O)[C@@H]2CCC(=O)N2C2OC(=O)c3ccccc32)cc1Cl (stereo not given in full) | -2% | 2% | 2 | 3% | -6% | -5% | 9 | 9 | 3% | 10% | 1%
33 | CCC(=O)c1ccc(OCCn2cnc3ccccc32)cc1 | -1% | 0% | 0 | -10% | 2% | 3% | ? | -7 | 15% | 33% | -9%
34 | CCn1c(/C=C/c2ccccc2F)nc2ccccc2c1=O | -6% | -1% | 2 | -19% | 1% | ? | -3 | 5 | -6% | 2% | -8%
35 | Cc1cnn(-c2ccc3nnc(-c4ccc(Br)cc4)n3n2)c1 | -3% | -11% | 2 | -1% | -2% | -5% | -11 | 1 | 0% | -30% | 5%
36 | Cc1ccc(C(=O)Nc2ccncc2)cc1[N+](=O)[O-] | -1% | -9% | 0 | -8% | 0% | 1% | 8 | 19 | 0% | 33% | -1%
37 | CCc1cccc2c(C(=O)Cn3nnc(-c4ccc(OC)c(OC)c4)n3)c[nH]c12 | 0% | -6% | 0 | 1% | -1% | -26% | 0 | 1 | 1% | -9% | 2%
38 | Cc1ccc(NC(=O)NC2CC(=O)N(c3ccc4c(c3)OCCO4)C2)cc1C (stereo not given) | 0% | -6% | nt | -2% | 1% | nt | -8 | -5 | -9% | nt | 4%
39 | CSc1ccccc1C(=O)OCC(=O)Nc1cccnc1Cl | nt | 0% | nt | nt | nt | nt | -8 | -2 | 5% | nt | 2%

Not a hit list; any-hit rate near 14%.
